High-throughput results as filed in PubChem.
Cathepsin G inh: blocks human cathepsin G enzyme activity; P08311; purified enzyme, AMC-tetrapeptide fluorescence, pooled mixtures; inhibition, % at 5 µM (by protocol); hit rate 0.2% among 62,000;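 active means inhibition above 20% in each of the two mixture wells holding the compound; inactive means inhibition of 20% or less in either well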;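 further: 0% = enzyme control without mixture and 100% = blank lacking enzyme; strong numbers were not always called active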
CatL inh: inhibitors of human cathepsin L; inhibition, %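 (tested at 10 µM)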; purified cathepsin L, fluorogenic substrate, fluorescence; P07711; hit rate 0.17% among 58,000; in the data active means inhibition above about 45%;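 further: 0% = enzyme with no compound and 100% = no enzyme blank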
Target sequence (P07711 114-288 limits assumed): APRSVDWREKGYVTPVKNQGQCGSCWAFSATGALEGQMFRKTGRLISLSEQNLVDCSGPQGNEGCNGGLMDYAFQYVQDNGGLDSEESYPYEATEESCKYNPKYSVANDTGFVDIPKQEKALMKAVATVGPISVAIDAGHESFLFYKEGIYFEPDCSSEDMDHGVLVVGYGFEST
Target sequence (P07711 292-333 limits assumed): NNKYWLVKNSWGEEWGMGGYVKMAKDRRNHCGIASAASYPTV
AP ELISA ortho: alternative pathway complement inhibition, orthogonal assay | Human serum alternative complement pathway, LPS-coated ELISA, C3 deposition; tested in compound mixtures | inhibition, % at 5 µM | hit rate 0.08% among 62,000 | AID 1235;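 active means inhibition above 30% in each of the two pooled mixtures holding the compound, so the lower value exceeds 30%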;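 further: 0% = serum in Mg-EGTA without compound and 100% = EDTA serum blank; some compounds past the cut are filed as inactive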
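Assay system: Human serum alternative complement pathway, C3 deposition on LPS-coated wells | Incubation: 1 h serum-compound exposure at 37 °C | Doses: 5 µM per compound in ten-compound mixtures | Read-out: Percent inhibition | Technique: ELISA with HRP anti-human C3 antibody, TMB substrate, absorbance 450 nm | Replication: Two pool placements per compound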
CatS inh: blocks human cathepsin S protease activity | recombinant cathepsin S, AMC dipeptide fluorescence, pooled mixtures | inhibition, %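 (tested at 5 µM per compound within 10-compound mixtures)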 | hit rate 0.06% among 62,000 | P25774; in the data active means inhibition above about 32%, passing the limit was not always enough; inconclusive means no clear call, values can overlap the other calls;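 further: 0% = enzyme without compound and 100% = blank without enzyme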
Target sequence (P25774 115-331 limits assumed): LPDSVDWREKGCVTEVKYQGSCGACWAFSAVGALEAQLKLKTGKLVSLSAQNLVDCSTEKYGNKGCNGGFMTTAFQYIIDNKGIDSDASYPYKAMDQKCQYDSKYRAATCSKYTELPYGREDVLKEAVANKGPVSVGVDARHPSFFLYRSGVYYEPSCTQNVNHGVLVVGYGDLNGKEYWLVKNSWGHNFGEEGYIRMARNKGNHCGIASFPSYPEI
C1s inh: blocks human complement C1s protease activity; P09871; hit rate 0.16% among 62,000; mean inhibition % of two 10-compound mixtures (hits give high values), % at 5 µM (by protocol); purified C1s, fluorogenic AMC substrate, pooled mixtures;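 active means inhibition above 20% in each of the two 10-compound mixture wells holding the compound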;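 further: 0% = enzyme wells lacking compound mixture and 100% = no-enzyme blank wells; some compounds called inactive have numbers as strong as hits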
FXIa mix inh: blocks human factor XIa in pooled compound mixtures. hit rate 0.19% among 62,000. P03951. AID 680. inhibition, % at 5 µM. purified FXIa, fluorogenic substrate;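 further: each value is inhibition by a whole ten-compound pool holding the compound; 0% = enzyme with no mixture and 100% = wells lacking enzyme; strong numbers were not always called active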
FXIIa inh mix: blocks human factor XIIa in pooled compound mixtures; P00748; purified FXIIa, fluorogenic substrate; inhibition, % at 5 µM; hit rate 0.2% among 62,000;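 further: 0% = enzyme without compound and 100% = no enzyme blank; some results filed as inactive read as strong as hits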
Target sequence (P00748 20-372 limits assumed): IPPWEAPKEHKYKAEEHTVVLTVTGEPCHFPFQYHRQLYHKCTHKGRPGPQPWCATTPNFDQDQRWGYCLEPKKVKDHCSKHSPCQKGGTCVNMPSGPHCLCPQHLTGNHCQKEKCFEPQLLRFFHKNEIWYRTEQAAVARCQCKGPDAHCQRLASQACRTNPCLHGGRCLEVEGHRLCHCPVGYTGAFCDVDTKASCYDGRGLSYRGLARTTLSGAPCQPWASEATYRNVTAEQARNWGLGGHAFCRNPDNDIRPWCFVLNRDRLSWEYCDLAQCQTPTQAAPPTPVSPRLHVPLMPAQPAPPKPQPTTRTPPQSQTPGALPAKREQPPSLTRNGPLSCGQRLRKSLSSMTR
Target sequence (P00748 373-615 limits assumed): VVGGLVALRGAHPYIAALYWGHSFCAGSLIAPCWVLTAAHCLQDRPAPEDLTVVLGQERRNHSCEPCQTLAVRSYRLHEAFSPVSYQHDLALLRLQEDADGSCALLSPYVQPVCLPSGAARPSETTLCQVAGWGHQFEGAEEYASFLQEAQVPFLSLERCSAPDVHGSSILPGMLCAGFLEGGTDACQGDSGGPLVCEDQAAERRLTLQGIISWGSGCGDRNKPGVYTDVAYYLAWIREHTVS
CatB mixtures: inhibitors of human cathepsin B in compound mixtures; Purified cathepsin B, AMC dipeptide fluorescence; inhibition, %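 (ten-compound pools at 5 µM per compound and 50 µM total)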; hit rate 0.06% among 62,000; AID 488; in the data active means inhibition above about 22%, passing the limit was not always enough; inconclusive means no clear call, values can overlap the other calls;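 further: 0% = enzyme without compound and 100% = no enzyme blank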
CatB block: blocks human cathepsin B protease activity | purified cathepsin B, fluorogenic substrate, fluorescence | AID 453 | P07858 | inhibition, %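 (tested at 10 µM)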 | hit rate 0.1% among 63,000; in the data active means inhibition above about 21%;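 further: 0% = enzyme with no compound and 100% = no enzyme blank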
* marks the source's active call; other numbers are inactive results; ? = inconclusive; nt = not tested or not shown. Unless noted, no stated cut-off is given here; in the data, active means inhibition above about 20% (passing the limit was not always enough); inactive means the rest. Not all compounds are listed; the hit share may differ from the screen's.

Second line of a record – FXIIa inh mix	CatB mixtures	AP ELISA ortho	CatL inh	C1s inh	Cathepsin G inh	FXIa mix inh	CatB block	CatS inh
1	Cc1cccc(-n2c(C)nc3c(cnn3-c3ccc(F)cc3)c2=O)c1
    6	-5	-5	nt	-23	-2	-10	-1	6
2	COc1ccc(CNC(=O)C2CCN(S(=O)(=O)c3c(C)n[nH]c3C)CC2)cc1
    5	0	10	-3	-13	5	0	2	-1
3	C1CCN=C(Nc2nc3c(s2)CCCC3)CC1
    2	-10	5	7	-63	-18	-27	2	-28
4	O=C(Cn1cccc1C(=O)c1ccccc1)NCc1cccs1
    -1	1	-6	20	-25	-5	3	4	11
5	CCOC(=O)C1=C(C)OC(N)=C(C#N)C1c1ccoc1 (centres undefined)
    8	-8	2	1	-1	7	0	-1	-2
6	CCOc1ccccc1Oc1c(C)oc2c(CN3CCN(C)CC3)c(O)ccc2c1=O
    15	-2	5	-49	-43	1	-9	3	-8
7	CCOc1cc(C(=O)Nc2ccc(S(=O)(=O)N3CCOCC3)cc2)cc(OCC)c1OCC
    -14	7	3	22	5	0	8	3	7
8	CCCOc1ccccc1C(=O)N(Cc1ccco1)C1CCS(=O)(=O)C1 (centres undefined)
    2	5	-10	1	0	7	7	1	12
9	COc1ccc2oc(C)c(C(=O)Cn3ccnc3)c2c1
    -2	2	-13	1	-12	-2	-4	7	?
10	COc1cccc(NC(=O)N[C@@H](Cc2ccccc2)C(=O)O)c1
    2	7	24	8	9	11	5	-1	15
11	COc1cccc(Nc2nnc(SCn3nnc4ccccc4c3=O)s2)c1
    11	4	13	-3	-20	0	3	-1	2
12	Cc1ccc2c(CN3C(=O)NC4(CCCCC4)C3=O)cc(=O)oc2c1C
    7	1	23	1	-20	4	-1	0	-15
13	Cc1ccc(-c2nnc(SCC(=O)N3CCCC3)o2)cc1
    7	1	30	4	6	6	-3	0	1
14	CC(C(N)=O)N1C(=O)C2C3C=CC(C3)C2C1=O (centres undefined)
    6	-16	12	9	-51	-10	-19	3	-19
15	CCOC(=O)c1ccc(NS(=O)(=O)CC)cc1
    4	-1	13	-5	13	7	8	5	-8
16	CCOC(=O)C1CCN(C(=O)CNS(=O)(=O)c2ccc(Br)s2)CC1
    9	3	7	-1	-5	-3	1	-3	0
17	O=C(Nc1cccnc1)c1cnn2c(C(F)F)cc(C3CC3)nc12
    4	-4	15	0	-4	3	8	-1	8
18	C=CCn1c(SCC(=O)NCc2ccccc2)nnc1-c1ccccc1O
    5	1	11	-3	0	-2	0	0	-17
19	COC(=O)c1ccccc1NC(=O)CC(NCc1ccccc1)C(=O)O (centres undefined)
    -1	4	4	0	7	-5	14	2	-2
20	O=C(CN(C(=O)CNS(=O)(=O)c1ccccc1)C1CCCC1)NCc1ccco1
    2	0	7	5	-6	5	5	-1	8
21	COc1ccc(-c2nn(-c3ccccc3)cc2CO)cc1OC
    0	4	18	nt	-6	-1	8	-1	-4
22	COc1ccc2c(c1)S/C(=C\C(=O)c1ccncc1)N2C
    3	-3	-16	16	-16	-12	0	2	-1
23	O=C(CSc1nccn1-c1ccc(Cl)cc1)NCc1ccc2c(c1)OCO2
    5	2	15	4	10	8	6	2	-3
24	COc1ccccc1CNC(=O)c1ccc(CS(=O)(=O)c2ccccc2OC)o1
    11	0	-2	14	9	11	0	4	7
25	COc1ccccc1C(=O)N1CCNC(=O)C1CC(=O)Nc1ccc(Cl)cc1 (centres undefined)
    6	-9	16	-1	-7	9	-3	-2	-1
26	COc1ccccc1C1CC(=O)Nc2cc3c(cc21)OCCO3 (centres undefined)
    8	3	2	0	13	14	0	0	7
27	O=C(CN(CCc1ccccc1)C(=O)CN1C(=O)COc2ccccc21)NCc1ccco1
    0	9	10	-3	14	14	9	6	1
28	CCCc1nnc(NC(=O)c2c(O)c3cccc4c3n(c2=O)CCC4)s1
    1	-2	11	-23	1	4	11	-2	-1
29	COc1ccc(Cn2nnnc2C(C(C)C)N2CCc3ccccc32)cc1 (centres undefined)
    -15	0	-16	-3	1	1	9	0	-1
30	c1ccc(-n2ncc3c(NCCN4CCCCC4)ncnc32)cc1
    -6	1	8	10	2	4	2	-1	8
31	COc1ccc(NC(=O)c2cnc3sccn3c2=O)cc1
    2	6	3	10	17	9	5	5	2
32	Cc1sc2nc(CN3CCOCC3)nc(NS(=O)(=O)c3ccc4c(c3)OCCO4)c2c1C
    0	6	24	-5	4	0	5	-10	-6
33	CCOC(=O)CN1c2ccccc2NC(=O)CC1C (centres undefined)
    8	-9	2	nt	-28	-17	-3	0	-4
34	O=C(O)CCC(=O)N1CCc2cc(S(=O)(=O)N3CC=C(c4ccccc4)CC3)ccc21
    6	-1	19	-1	-3	-3	9	-1	5
35	COC(=O)[C@H](CCSC)NC(=O)NCc1ccccn1
    2	5	6	0	-5	2	9	-1	0
36	CCOC(=O)N1CCN(c2c(NCc3cccs3)c(=O)c2=O)CC1
    9	5	11	nt	-27	-2	6	-2	5
37	COc1cc(C(=O)Nc2ccc3c(c2)OCCO3)ccc1OC(F)F
    -15	-1	26	0	1	-1	13	-3	2
38	Cc1n[nH]c(=O)nc1NCc1ccccc1Cl
    8	2	18	-1	1	-5	6	-4	3
39	COc1ccc(N2CCCn3c2nc2c3c(=O)n(Cc3ccc(F)cc3)c(=O)n2C)c(OC)c1
    6	3	-8	2	-2	-4	2	10	12
40	COc1ccc(N2C(=O)CC(NC34CC5CC(CC(C5)C3)C4)C2=O)c(OC)c1 (centres undefined)
    1	-1	-4	11	15	8	8	3	11
41	N#Cc1nc(-c2ccc(Cl)cc2)oc1NCCc1ccccn1
    1	-1	7	-6	-7	5	4	-3	12
42	COc1ccccc1N(CC(=O)NC1CCCCC1)C(=O)CCC(=O)Nc1ccccn1
    -15	-2	3	-5	0	1	9	5	5
43	CCn1c(CNc2ccc(OC)cc2)nnc1SCC(=O)c1ccc(OC)cc1
    7	0	12	2	-13	2	1	-2	18
44	Cc1c(C(=O)O)oc2ccc(S(=O)(=O)NCc3ccc(F)cc3)cc12
    5	1	5	0	-30	-6	-9	0	-7
45	CC(C)N1C(=O)c2ccc(C(=O)O)cc2C1=O
    13	2	14	-3	14	12	6	1	-3
46	CCc1cc2c(NC(C(=O)O)C(C)C)ncnc2s1 (centres undefined)
    9	-4	17	-8	-2	-3	6	-1	-4
47	Cc1ccc(S(=O)(=O)c2nc(-c3ccc(F)cc3)oc2SCC(N)=O)cc1
    -17	4	9	10	2	0	0	-7	7
48	CC(C)(C)n1ncc2c(=O)n(CC(=O)NCc3ccc(F)cc3)cnc21
    -22	3	-4	-7	4	-4	3	3	3
49	CCc1noc(N)c1C(=O)Nc1ccc(F)c(Cl)c1
    10	4	19	-12	7	10	5	-3	-1
50	CCCNC(=O)CN(C1CCCCC1)S(C)(=O)=O
    3	5	2	0	-10	-2	11	6	5
51	CCS(=O)(=O)n1nc(NCc2cccc(OC)c2)nc1NCc1cccc(OC)c1
    0	4	8	-2	-26	1	9	-3	-7
52	CCOC(=O)/C=C1\CC(=O)Nc2cc(C)c(C)cc2N1
    -13	2	12	nt	13	6	6	1	-7
53	C=CCn1c(C)cc(C(=O)CN2C(=O)c3ccccc3C2=O)c1C
    10	5	7	11	-36	-1	-2	-2	15
54	CCOC(=O)c1cccc(NC(=O)Cn2c(CC(=O)NC)nc3ccccc32)c1
    -19	-4	17	-10	4	1	9	-5	-5
55	COc1ccc(C(=O)COC(=O)CCCn2c(=O)oc3ccccc32)cc1
    7	4	4	10	-1	-1	6	-4	16
56	O=C(NCc1ccccc1)NC1(C(=O)N2CCN(c3ncccn3)CC2)CCCCC1
    -19	2	13	9	-9	5	2	0	0
57	CCOC(=O)CN(C(=O)CSc1nnc(-c2ccc(OC)c(OC)c2)o1)c1ccc(F)cc1
    9	5	-24	-1	-38	-10	-1	5	15
58	CCN(CC)CCNC(=O)Cn1nc(Cc2cccnc2)c2ccccc2c1=O
    0	0	2	5	-6	0	5	5	21
59	CCC12CC3CC(C1)CC(C(=O)O)(C3)C2
    2	0	18	20	11	8	11	7	12
60	COc1cc(OC)c(C2CC(=O)N3CN(C)CSC3=C2C#N)cc1OC (centres undefined)
    1	12	41	nt	-22	21	51	3	2

More compounds:
Second line of a record – FXIIa inh mix	CatB mixtures	AP ELISA ortho	CatL inh	C1s inh	Cathepsin G inh	FXIa mix inh	CatB block	CatS inh
61	O=c1[nH]c(CN2CCN(c3ccccc3Cl)CC2)nc2ccsc12
    -18	-2	-11	0	3	9	1	1	0
62	CCOC(=O)CN1CC23C=CC(O2)C(C(=O)N2CCN(c4ccc(F)cc4)CC2)C3C1=O (centres undefined)
    7	-4	11	nt	-7	-2	9	0	3
63	CCOC(=O)Cn1cnc2c(cnn2-c2ccc(Cl)cc2)c1=O
    -19	2	21	0	6	14	2	2	0
64	O=C(c1cn(-c2ccccc2)nc1-c1ccncc1)n1nnc2ccccc21
    58*	11	37	nt	-5	23	87*	11	-2
65	CC(C)CN(CC(C)C)C(=O)C12CCC(C)(C(=O)C1)C2(C)C (centres undefined)
    0	7	-8	1	-21	-12	4	8	14

Compound profiles, from the list above. Order of values: FXIIa inh mix	CatB mixtures	AP ELISA ortho	CatL inh	C1s inh	Cathepsin G inh	FXIa mix inh	CatB block	CatS inh
`O=C(c1cn(-c2ccccc2)nc1-c1ccncc1)n1nnc2ccccc21` in the list: 58*	11	37	nt	-5	23	87*	11	-2
`CCOC(=O)CN1CC23C=CC(O2)C(C(=O)N2CCN(c4ccc(F)cc4)CC2)C3C1=O` (centres undefined) in the list: 7	-4	11	nt	-7	-2	9	0	3

Filtered by structure: those above containing fluorine.
Second line of a record – FXIIa inh mix	CatB mixtures	AP ELISA ortho	CatL inh	C1s inh	Cathepsin G inh	FXIa mix inh	CatB block	CatS inh
1	Cc1cccc(-n2c(C)nc3c(cnn3-c3ccc(F)cc3)c2=O)c1
    6	-5	-5	nt	-23	-2	-10	-1	6
17	O=C(Nc1cccnc1)c1cnn2c(C(F)F)cc(C3CC3)nc12
    4	-4	15	0	-4	3	8	-1	8
37	COc1cc(C(=O)Nc2ccc3c(c2)OCCO3)ccc1OC(F)F
    -15	-1	26	0	1	-1	13	-3	2
39	COc1ccc(N2CCCn3c2nc2c3c(=O)n(Cc3ccc(F)cc3)c(=O)n2C)c(OC)c1
    6	3	-8	2	-2	-4	2	10	12
44	Cc1c(C(=O)O)oc2ccc(S(=O)(=O)NCc3ccc(F)cc3)cc12
    5	1	5	0	-30	-6	-9	0	-7
47	Cc1ccc(S(=O)(=O)c2nc(-c3ccc(F)cc3)oc2SCC(N)=O)cc1
    -17	4	9	10	2	0	0	-7	7
48	CC(C)(C)n1ncc2c(=O)n(CC(=O)NCc3ccc(F)cc3)cnc21
    -22	3	-4	-7	4	-4	3	3	3
49	CCc1noc(N)c1C(=O)Nc1ccc(F)c(Cl)c1
    10	4	19	-12	7	10	5	-3	-1
57	CCOC(=O)CN(C(=O)CSc1nnc(-c2ccc(OC)c(OC)c2)o1)c1ccc(F)cc1
    9	5	-24	-1	-38	-10	-1	5	15
62	CCOC(=O)CN1CC23C=CC(O2)C(C(=O)N2CCN(c4ccc(F)cc4)CC2)C3C1=O (centres undefined)
    7	-4	11	nt	-7	-2	9	0	3
